PTHR1 ag – PTHR1 (human) receptor agonism; HEK293 GP2 PTHR1 cells, GloSensor cAMP luminescence, 1 h; Potency, µM (doses to about 115 µM), for inactives: at the highest dose activation, actives largely listed as activators; actives 0.075% (n = 410,000); AID 743266; note: nearly all actives have a fitted effect of over 55% in size; some results filed as inactive show a strong effect at the top dose; inactives centre near -15; many of its hits are not listed in these tables
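HEK-293-derived GP2 cells expressing PTHR1 and a GloSensor cAMP reporter, 3,000/well, plated overnight, given luciferin plus IBMX (each 0.5 mM as added) for 1 h at 37 °C, then compound for 1 h at 37 °C. Luminescence was read after 15 min at room temperature.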
EPAC2 antagonist – blocks human EPAC2 exchange factor. EPAC2 GEF exchange of Rap1B-BODIPY-GDP, fluorescence. Potency, µM (top dose mostly 114 µM), for the others: at the top dose activity, negative = inhibition, actives largely listed as inhibitors. actives 0.18% (n = 360,000). AID 720708; note: % is set by controls: 0 for no effect and ±100 for the full control effect; nearly all actives have a fitted effect of over 45% in size; many of its hits are not listed in these tables
EPAC2 ag – EPAC2 (human) agonism; Q8WZA2; EPAC2 activation, biochemical qHTS; response scale: 100% = 6.5 mM cAMP response; Potency, µM (top dose mostly 154 µM), without a hit: at the highest dose activation, usual class: activators; actives 0.079% (n = 360,000); note: nearly all actives have a fitted effect of over 50% in size
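Setup: EPAC2 100 nM, labeled Rap1B complex 250 nM, free GDP 50 uM. Compound titrations pinned in, brief spin, 5 min room temperature incubation. Kinetic fluorescence read over 30 min, normalized to 6.5 mM cAMP.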
EPAC1 ag – agonists of human EPAC1 | AID 720707 | O95398 | EPAC1 agonist qHTS, biochemical assay; response scale: 100% = response to 6.5 mM cAMP | Potency, µM (titrated, usually from 154 µM), without a hit: top-dose activation, hits mostly activators | actives 0.073% (n = 360,000); note: nearly all actives have a fitted effect of over 60% in size
Target sequence (O95398 whole entry, looked up): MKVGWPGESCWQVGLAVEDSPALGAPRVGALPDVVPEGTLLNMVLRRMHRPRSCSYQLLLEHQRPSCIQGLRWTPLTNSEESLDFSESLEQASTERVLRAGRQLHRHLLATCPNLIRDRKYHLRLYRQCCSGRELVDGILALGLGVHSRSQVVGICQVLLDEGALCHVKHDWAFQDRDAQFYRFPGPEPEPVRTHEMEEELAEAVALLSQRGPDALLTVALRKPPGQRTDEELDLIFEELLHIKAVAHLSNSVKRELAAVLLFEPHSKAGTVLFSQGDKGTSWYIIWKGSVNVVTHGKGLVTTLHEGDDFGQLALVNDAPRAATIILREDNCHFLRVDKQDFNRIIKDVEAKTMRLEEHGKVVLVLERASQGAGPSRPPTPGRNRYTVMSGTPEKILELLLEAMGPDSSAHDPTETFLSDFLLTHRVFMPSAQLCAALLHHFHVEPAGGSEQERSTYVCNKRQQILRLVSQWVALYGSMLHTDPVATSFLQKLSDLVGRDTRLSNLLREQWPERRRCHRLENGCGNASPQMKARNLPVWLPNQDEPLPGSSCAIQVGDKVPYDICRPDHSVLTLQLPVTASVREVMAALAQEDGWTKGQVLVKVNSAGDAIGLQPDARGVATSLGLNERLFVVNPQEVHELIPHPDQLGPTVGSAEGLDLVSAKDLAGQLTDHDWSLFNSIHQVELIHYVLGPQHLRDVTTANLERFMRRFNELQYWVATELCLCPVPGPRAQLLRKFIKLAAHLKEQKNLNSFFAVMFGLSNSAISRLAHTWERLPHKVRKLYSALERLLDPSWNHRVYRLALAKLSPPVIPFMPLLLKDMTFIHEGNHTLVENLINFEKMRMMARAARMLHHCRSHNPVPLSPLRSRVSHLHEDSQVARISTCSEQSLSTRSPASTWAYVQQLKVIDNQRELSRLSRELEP
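Fluorescent GDP-exchange assay: 100 nM EPAC1 with 250 nM Rap1B preloaded with BODIPY-GDP and 50 uM GDP; compounds tested as concentration series, 5 min at room temperature, then read every 5 min for 30 min (ex 480/em 540 nm); normalized to 6.5 mM cAMP.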
TDP43 rescue – inhibitors of TDP-43 toxicity in yeast | TDP-43 expressing yeast growth rescue, BacTiter-Glo, 24 h | Potency, µM (doses to about 46.1 µM), inactives show at the top dose growth rescue (activation), actives largely listed as activators | actives 1.8% (n = 410,000) | AID 652104; note: % of control where 0% means no effect; nearly all actives have a fitted effect of over 50% in size
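Growth rescue of TDP-43-toxic yeast measured as ATP luminescence (BacTiter-Glo). Cells grown to mid-log in raffinose, induced in galactose at OD600=0.02, exposed to compound 24 hr at 30 deg C.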
EPAC1 antagonist – blocks human EPAC1 exchange factor. O95398. EPAC1 GEF assay, Rap1b-BODIPY-GDP exchange fluorescence. Potency, µM (doses to about 115 µM), inactives show at the top dose activity change, negative = inhibition, hits mostly inhibitors. actives 0.14% (n = 360,000);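 note: plate controls were vehicle for no effect and positive control for full effect; nearly all actives have a fitted effect of over 50% in size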
FUS yeast rescue – FUS proteinopathy suppression in yeast; S. cerevisiae FUS-expressing, growth rescue, OD600, 24 h; Potency, µM (highest dose often 76.6 µM), without a hit: top-dose growth rescue (activation), most hits filed as activators; actives 0.24% (n = 390,000);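 note: plate controls were DMSO vehicle for no effect and reference control for full effect; nearly all actives have a fitted effect of over 55% in size; some results filed as inactive show a strong effect at the top dose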
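Absorbance at 600 nm, taken 24hr after compound addition, measured rescue of FUS-yeast growth at 30C. Induction used 2% galactose with seeding at OD 0.005. Controls: CP55940 from 92uM final, DMSO only.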
aSyn rescue – inhibitors of alpha-synuclein toxicity in yeast; Yeast expressing alpha-synuclein, growth rescue, BacTiter-Glo, 24 h; actives 0.14% (n = 370,000); AID 652106; Potency, µM (titrated, usually from 46.1 µM), inactives show at the highest dose growth rescue (activation), most hits filed as activators; note: % of control where 0% means no effect; nearly all actives have a fitted effect of over 65% in size
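Galactose-induced alpha-syn yeast (OD600=0.02, raffinose-pregrown) + pinned cpd, 24 hr, 30 deg C; growth by BacTiter-Glo luminescence. Growth restoration scores as activation.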
Starred values were filed as active, the others as inactive; i = inactive; ? = inconclusive; / = no result given; & = joins results of further samples; [ ] = remark or other dose. Calls come from the whole dose curve; as a rule, active = well fitted curve in the direction sought with a large enough effect; inconclusive = small, poorly fitted or top-dose-only effect, or another doubt; inactive = no such curve, though single readings can be large; an effect the other way counts as inactive or inconclusive. Potency is the fitted concentration of half-maximal effect. Not all compounds are listed; count on the stated rates, not on these rows.

SMILES	PTHR1 ag	EPAC2 antagonist	EPAC2 ag	EPAC1 ag	TDP43 rescue	EPAC1 antagonist	FUS yeast rescue	aSyn rescue
CCN(CC)S(=O)(=O)c1cc(NC(=S)NC(=O)C2CCCC2)ccc1C	-92.9%[inhibitor]	-6.9%	16.5%	7.9%	-15.7%	-6.8%	21.2%	-22.8%
Cc1c(N2C(=O)C(=O)/C(=C(/O)c3ccccc3)C2c2ccc(F)cc2)c(=O)n(-c2ccccc2)n1C (configuration not stated)	i	0.4%	4.4%	1.1%	12.7%	-0.1%	/	-0.9%
O=C(CCCC(=O)N(CC(=O)NC1CCCCC1)Cc1ccco1)Nc1ccccn1	-11.8%[57.5 µM]	8.2%	-109.3%[inhibitor][15.6 µM]	-28.4%	1.7%	8.1%	-4.9%	-0.5%
O=C(Nc1ccc(S(=O)(=O)N2CCCC2)cc1)N1c2ccccc2Sc2ccccc21	-3.1%[57.5 µM]	-0.3%	3.1%	10.4%	2.4%	14.7%	20.1%	?
COCC#Cc1cnc2c(c1)C(=O)N([C@H](C)CO)C[C@H](C)[C@@H](CN(C)S(=O)(=O)c1ccccc1)O2	-26.8%	-3.9%	-2.6%	5.9%	0.0%	2.6%	-28.9%	0.6%
COc1ccc(CN2CCN(C(=O)C3CC(=O)N(C4CCCCCC4)C3)CC2)c(OC)c1OC (configuration not stated)	-5.4%[57.5 µM]	-3.4%	6.1%	6.0%	-2.9%	-12.6%	-5.1%	-7.2%
O=C1[C@H]2[C@@H](c3ccc(F)cc3)N3C(=O)N(c4cccc(Br)c4)C(=O)[C@@]3(Cc3ccc(Cl)cc3)[C@H]2C(=O)N1C1CCCCC1	i	0.9%	-1.9%	5.9%	15.8%	-18.0%	21.1%	-0.5%
CCCCCC(=O)N1C[C@H](n2cc(C3CC3)nn2)[C@@H](O)C[C@@H]1c1ccc(Cl)cc1	-24.8%	-0.9%	13.5%	-10.4%	0.0%	4.6%	18.7%	2.1%
NS(=O)(=O)c1ccc(CCNC(=O)CSc2nc3ccccc3c(=O)n2CCN2CCOCC2)cc1	i	1.8%	-3.2%	-6.5%	-11.4%[0.397 µM]	-7.2%	26.3%	1.7%
Cc1noc(C)c1S(=O)(=O)N1Cc2ccccc2CC1C(=O)N(C)C (configuration not stated)	i	-2.8%	8.5%	-12.9%	3.1%	12.6%	-8.9%	-3.3%
C/C(=N/NC(=O)COc1ccc(C(C)(C)C)cc1)c1ccc(N2CCOCC2)cc1	-0.8%	4.5%	-5.4%	-1.9%	13.3%	2.8%	7.8%	-8.3%
O=C(Nc1ccccc1)Nc1ccc(NC(=O)c2ccccc2O)cc1	i	-2.7%	10.3%	13.2%	11.0%	-24.0%	22.0%	-0.1%
COc1ccc(CCN(C)CC(=O)Nc2c(C)cc(C)cc2C)cc1OC	?	18.4%	10.5%	6.5%	-34.5%[inhibitor]	-7.0%	-13.6%	-4.6%
CS(=O)(=O)N1CC2CCCN2c2cc(C(F)(F)F)ccc21 (configuration not stated)	-16.1%	-11.3%	1.0%	-10.8%	26.2%	10.0%	-7.0%	-2.0%
C=CCc1cccc(/C=N/NC(=O)CNc2cccc3ccccc23)c1O	-6.9%	1.9%	-0.2%	-0.9%	12.5%	-16.6%	25.1%	?
O=S(=O)(c1ccccc1)N1CCN(c2ncccn2)CC1	i	8.4%	6.1%	-1.5%	0.0%	11.6%	22.8%	4.3%
CC1Cc2cc(S(=O)(=O)N3CCN(c4ccccc4)CC3)ccc2N1C(=O)C1CC1 (configuration not stated)	-36.3%[inhibitor]	1.1%	10.4%	-13.6%	-4.5%	-3.5%	-14.9%	1.8%
CC(C)OCCCNC(=O)CN1CCN(Cc2ccccc2Cl)C1=O	i	6.3%	8.2%	0.9%	-17.9%	-4.0%	-10.1%	-2.6%
Cc1nn(-c2ncc(C(F)(F)F)cc2Cl)c(=O)n1-c1cccc(F)c1	-2.0%	0.2%	10.5%	2.3%	8.3%[9.22 µM]	3.7%	-6.8%	-2.8%
Cc1cccc(NCc2ccc(N(C)C)cc2)n1	i	0.7%	5.1%	-10.2%	-16.8%[1.82 µM]	-17.5%	12.7%	-0.8%
COc1ccc(C(=O)NCC(=O)N2CCN(C(=O)c3ccco3)CC2)cc1	i	25.0%	8.7%	23.0%	0.3%	4.5%	24.2%	1.1%
Cc1cccc(NC(=O)C2CCN(S(=O)(=O)c3c(C)noc3/C=C/c3ccco3)CC2)n1	i	-13.3%	18.4%	13.5%	-1.4%	-8.0%	20.0%	-2.3%
CCCCNC(=O)Nc1cnn(CC)c1C(N)=O	i	7.1%	-5.3%	-7.6%	-6.0%	3.3%	9.9%	-3.2%
O=C(NC1CCCCC1)N1CCCC(c2nc(-c3ccc(S(=O)(=O)N4CCCC4)cc3)no2)C1 (configuration not stated)	-18.9%	1.1%	-17.1%	6.6%	15.3%	-17.7%	/	-6.8%
COc1cc(OC)cc(-c2c(C#Cc3ccsc3)c3cc(-c4ccc(N(C)C)nc4)ccc3n2C)c1	i	-12.3%	1.9%	5.6%	17.3%	-10.1%	-6.4%	-2.8%
Cc1cccc(C)c1-n1c(C)nn(-c2ncc(C(F)(F)F)cc2Cl)c1=O	i	10.9%	14.8%	-4.1%	-9.9%	9.3%	-7.2%	2.0%
COc1cccc(C(=O)NCCS(=O)(=O)N2CCN(c3ccccc3)CC2)c1OC	-38.8%[inhibitor]	0.2%	11.7%	11.5%	?	8.3%	6.4%	6.5%
O=[N+]([O-])c1ccccc1S(=O)(=O)N1CCN(Cc2cc3c(cc2O)OCO3)CC1	-14.6%	-12.4%	11.1%	1.4%	0.4%[0.397 µM]	-15.9%	7.8%	-5.2%
COc1ccc(CCN2CC(C(=O)N(C)CC(=O)Nc3cccc(F)c3)CC2=O)cc1OC (configuration not stated)	-12.3%	-0.2%	-0.3%	-4.6%	-12.3%	5.9%	9.8%	9.2%
CC(=O)Nc1cccc(NC(=O)CSc2nc(C)c(C)c(C)c2C#N)c1	-20.8%[57.5 µM]	-0.8%	-0.4%	3.4%	5.5%	-5.4%	28.3%	-2.0%
Cc1ccc(NS(=O)(=O)c2ccc(NC(=O)C3CC3)cc2)c(C)c1	-19.7%	-15.8%	-2.4%	-8.4%	13.2%	-0.3%	-5.8%	-0.5%
CCCn1c(=O)n(C)c(=O)c2c(SCC(=O)NC34CC5CC(CC(C5)C3)C4)nc(CC(C)C)nc21	-4.0%	6.6%	-8.4%	-11.8%	4.1%	10.4%	-4.7%	-1.7%
COc1ccc(CCn2nnnc2CN2CCN(C(=O)c3ccco3)CC2)cc1OC	i	5.7%	10.5%	0.4%	-3.7%	-1.8%	7.8%	-6.2%
COCCNC(=S)N(c1ccccc1)C(C)C	2.4%	2.7%	10.0%	4.3%	-24.0%	?	-36.4%[inhibitor]	-7.4%
CCC(C)NC(=O)CSc1nc2scc(-c3ccccc3)c2c(=O)[nH]1 (configuration not stated)	i	5.8%	0.4%	-12.8%	6.2%	-22.1%	15.3%	-10.6%
COc1ccc(CC(=O)Nc2cccc(-c3nnc(-c4ccccc4)o3)c2)cc1OC	-90.3%[inhibitor][57.5 µM]	-13.9%	10.4%	26.5%	-20.6%	-8.2%	?	-1.7%
CCc1nnc(NC(=O)CSc2nnc(-c3ccccc3O)n2CC)s1	i	-0.2%	7.8%	5.7%	-8.1%	6.1%	18.2%	0.0%
CC(O)CN(CC(C)O)c1ccc2c(c1)Cc1cc([N+](=O)[O-])ccc1-2 (configuration not stated)	i	10.1%	-3.8%	-8.5%	?	-13.0%	/	7.7%
CCC/C(=C1/C(=O)CC(C)(C)C(C(=O)OC)C1=O)N1CCCC1 (configuration not stated)	i	-12.8%	0.0%	8.7%	-4.7%	-3.7%	-24.1%	-1.5%
O=C(Cc1cccs1)N1CCN(C(=O)C2CCCO2)CC1 (configuration not stated)	-9.6%	1.2%	2.8%	-1.8%	-12.2%	-0.7%	15.7%	0.6%

Sorted by count of non-hydrogen atoms (highest first): three of the compounds above.
SMILES	PTHR1 ag	EPAC2 antagonist	EPAC2 ag	EPAC1 ag	TDP43 rescue	EPAC1 antagonist	FUS yeast rescue	aSyn rescue
O=C1[C@H]2[C@@H](c3ccc(F)cc3)N3C(=O)N(c4cccc(Br)c4)C(=O)[C@@]3(Cc3ccc(Cl)cc3)[C@H]2C(=O)N1C1CCCCC1	i	0.9%	-1.9%	5.9%	15.8%	-18.0%	21.1%	-0.5%
COc1cccc(C(=O)NCCS(=O)(=O)N2CCN(c3ccccc3)CC2)c1OC	-38.8%[inhibitor]	0.2%	11.7%	11.5%	?	8.3%	6.4%	6.5%
Cc1noc(C)c1S(=O)(=O)N1Cc2ccccc2CC1C(=O)N(C)C (configuration not stated)	i	-2.8%	8.5%	-12.9%	3.1%	12.6%	-8.9%	-3.3%

(further entries)
SMILES	PTHR1 ag	EPAC2 antagonist	EPAC2 ag	EPAC1 ag	TDP43 rescue	EPAC1 antagonist	FUS yeast rescue	aSyn rescue
N#Cc1ccccc1NC(=O)CC1c2ccccc2Oc2ccccc21	i	0.3%	7.9%	4.3%	-12.6%	10.5%	/	0.5%
CC1CCN(c2ccc3nnc(CCC(=O)NCCCOC(C)C)n3n2)CC1	-11.9%	5.6%	-2.3%	1.7%	-0.4%	-1.7%	6.3%	4.8%
COc1ccc(-c2cc(NC=O)c3ncc(-c4cnn(C)c4)n3c2)cc1	-15.3%	-13.5%	4.4%	3.8%	10.5%	-13.7%	13.3%	5.1%
CN(C)C(=O)COc1ccc2ccc(=O)oc2c1	i	-5.1%	4.2%	4.3%	7.4%	3.0%	-9.4%	6.1%
CCn1c(C)c(C)c2cc(C(=O)N3CCN(c4ccccc4)CC3)ccc21	-20.5%&-10.5%	10.1%	17.7%	0.9%	22.4µM*	-22.8%	?	20.5%

Part of the list above, limited to TDP43 rescue.
| SMILES | TDP43 rescue |
| --- | --- |
| O=C(Nc1ccccc1)Nc1ccc(NC(=O)c2ccccc2O)cc1 | 11.0% |
| C=CCc1cccc(/C=N/NC(=O)CNc2cccc3ccccc23)c1O | 12.5% |
| COc1cc(OC)cc(-c2c(C#Cc3ccsc3)c3cc(-c4ccc(N(C)C)nc4)ccc3n2C)c1 | 17.3% |
